Tau FP inhib = qHTS for Inhibitors of Tau Fibril Formation, Fluorescence Polarization | Microtubule-associated protein tau (Homo sapiens), P10636 | K18 P301L tau heparin fibrillization, Alexa594 FP, 6 h | Potency, µM (highest dose often 57.7 µM), without a hit: at the top dose activity, negative = inhibition, hits mostly inhibitors | 0.39% of 280,000 active | AID 1468, 2008; further: nearly all actives have a fitted effect of over 55% in size
Target sequence (P10636 561-689 P618L limits assumed): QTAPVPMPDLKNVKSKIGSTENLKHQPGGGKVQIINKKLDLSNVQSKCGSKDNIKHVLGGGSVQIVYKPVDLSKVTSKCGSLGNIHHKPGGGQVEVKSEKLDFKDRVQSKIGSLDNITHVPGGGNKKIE
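Compound effects on tau fibrillization are measured by Alexa 594 fluorescence polarization (ex 555, em 632 nm). K18 P301L tau is used at 15 uM with 0.24 uM labeled tracer, and 20 uM heparin induces aggregation over 6 hr at 37 C.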
Tau fibril ThT = qHTS for Inhibitors of Tau Fibril Formation, Thioflavin T Binding; Microtubule-associated protein tau (Homo sapiens), P10636; recombinant tau K18 P301L, heparin-induced fibrillization, ThT fluorescence; Potency, µM (titrated, usually from 57.4 µM), for inactives: top-dose activity, negative = inhibition, hits mostly inhibitors; 2.1% of 270,000 active; AID 1460, 2008; further: nearly all actives have a fitted effect of over 55% in size
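Using a mix of unlabeled (15 uM) and Alexa 594-labeled (0.24 uM) tau K18 P301L, heparin-triggered fibrillization over 6 hr at 37 C was scored by ThT fluorescence.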
RGS12 GoLoco inh = qHTS Assay for Inhibitors of RGS12 GoLoco Motif Activity (Red Fluorophore) | Guanine nucleotide-binding protein G(i) subunit alpha-1 (Homo sapiens), P63096 | Gai1:RGS12 GoLoco peptide FP, rhodamine, 10 min | Potency, µM (titrated, usually from 61.6 µM), for inactives: at the highest dose activity, negative = inhibition, most hits filed as inhibitors | 0.44% of 230,000 active | AID 880, 2007; active means well fitted inhibition curve with a large enough effect, not every such curve was filed as active; inactive means no such curve, though single readings can be large or run the other way; further: nearly all actives have a fitted effect of over 30% in size; many of its hits are not listed in these tables
Target sequence (P63096 whole entry, looked up): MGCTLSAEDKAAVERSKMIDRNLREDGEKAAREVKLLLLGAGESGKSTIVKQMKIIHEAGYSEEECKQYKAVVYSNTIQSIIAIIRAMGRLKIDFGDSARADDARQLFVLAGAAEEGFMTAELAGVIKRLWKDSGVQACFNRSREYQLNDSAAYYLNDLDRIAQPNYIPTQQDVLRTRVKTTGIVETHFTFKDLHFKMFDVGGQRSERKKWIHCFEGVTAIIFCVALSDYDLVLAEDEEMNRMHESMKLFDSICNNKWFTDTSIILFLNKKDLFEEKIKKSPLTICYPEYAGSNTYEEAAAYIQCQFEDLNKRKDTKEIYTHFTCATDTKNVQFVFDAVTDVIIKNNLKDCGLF
TRb-SRC2 inh = qHTS for Inhibitors of the Interaction of Thyroid Hormone Receptor and Steroid Receptor Coregulator 2 | Potency, µM (series often up to 106 µM), without a hit: at the top dose activity change, negative = inhibition, usual class: inhibitors | Thyroid hormone receptor beta (Homo sapiens), P10828 | 0.065% of 280,000 active | TRbeta-SRC2 peptide binding, fluorescence polarization; receptor liganded with 1 µM T3;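 further: plate controls were bound peptide for no effect and peptide without receptor for full effect; nearly all actives have a fitted effect of over 50% in size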
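Fluorescence polarization of 20 nM Texas Red SRC2 peptide with 0.6 uM human TRb ligand-binding domain, in Tris buffer with 1uM T3 and 5% DMSO. Incubated 5 hr ambient; normalized to unbound and bound controls.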
JMJD2E inh = qHTS Assay for Inhibitors of Human Jumonji Domain Containing 2E (JMJD2E). JMJD2E catalytic domain, FDH-coupled NADH fluorescence (FDH is formaldehyde dehydrogenase). Potency, µM (titrated, usually from 57.1 µM), without a hit: at the highest dose activity change, negative = inhibition, usual class: inhibitors. 1.6% of 230,000 active. Lysine-specific demethylase 4E (Homo sapiens), B2RXH2; active means well fitted inhibition curve with a large enough effect, not every such curve was filed as active; inconclusive means small, poorly fitted or top-dose-only effect, or another doubt; inactive means no such curve, though single readings can be large or run the other way;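 further: 0% = wells with enzyme and -100% = buffer wells without enzyme; nearly all actives have a fitted effect of over 50% in size; many of its hits are not listed in these tables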
Target sequence (B2RXH2 1-337 limits assumed): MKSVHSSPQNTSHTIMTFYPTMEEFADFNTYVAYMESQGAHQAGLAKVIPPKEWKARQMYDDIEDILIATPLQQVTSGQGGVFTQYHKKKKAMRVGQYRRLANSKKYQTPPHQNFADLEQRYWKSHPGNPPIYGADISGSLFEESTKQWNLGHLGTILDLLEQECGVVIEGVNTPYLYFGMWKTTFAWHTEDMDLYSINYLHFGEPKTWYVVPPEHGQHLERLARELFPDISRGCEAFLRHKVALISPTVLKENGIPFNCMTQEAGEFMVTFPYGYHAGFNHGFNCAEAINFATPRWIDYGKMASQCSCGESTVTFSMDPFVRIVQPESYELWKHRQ
L3MBTL1 block = qHTS Assay for the Inhibitors of L3MBTL1; Lethal(3)malignant brain tumor-like protein 1 (Homo sapiens), Q9Y468; AlphaScreen L3MBTL1–H3K9me1 peptide binding; Potency, µM (doses to about 57.1 µM), for the others: top-dose activity, negative = inhibition, most hits filed as inhibitors; 0.66% of 230,000 active; further: nearly all actives have a fitted effect of over 60% in size
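AlphaScreen assay: L3MBTL1 (50 nM final) was preincubated 30 min at room temperature with biotinylated H3(1-15)K9me1 peptide (75 nM final), then 30 min with library compounds; streptavidin donor and nickel chelate acceptor beads (10 ug/mL final) added, 30 min dark.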
TR SRC2 fluor cs = Total Fluorescence Counterscreen for Inhibitors of the Interaction of Thyroid Hormone Receptor and Steroid Receptor Coregulator 2; TRb/SRC2 Texas Red total fluorescence interference; Potency, µM (doses to about 106 µM), for the others: at the highest dose fluorescence change, negative = quenching; 0.29% of 280,000 active; active means well fitted curve in either direction with a large enough effect; inconclusive means small, poorly fitted or top-dose-only effect
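Human TRβ ligand-binding domain (0.6 uM) and Texas Red SRC2 peptide (20 nM) in Tris buffer with 1 uM T3 and 5% DMSO were incubated with pinned compound for 5 hr at ambient temperature. Total fluorescence was computed as S + 2P (555/632 nm).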
RECQ1 helicase = qHTS Assay for Inhibitors of RecQ-Like Dna Helicase 1 (RECQ1) | ATP-dependent DNA helicase Q1 (Homo sapiens), P46063 | RECQ1 DNA unwinding, red fluorescence kinetic read | Potency, µM (titrated, usually from 57.3 µM), for inactives: at the highest dose activity, negative = inhibition, hits mostly inhibitors | 0.54% of 240,000 active | AID 2549, 2010;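 further: plate controls were vehicle for no effect and no enzyme for full effect; nearly all actives have a fitted effect of over 30% in size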
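RECQ1T1 50 nM; forked duplex (20 bp + 30-nt ss tails) 200 nM, ATP 2 mM final; pH 8.0, 2 mM MgCl2, 2.5 ug/ml poly(dI-dC); 15 min compound preincubation; discontinuous kinetic read over 2 h at RT.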
An asterisk follows results filed as active; i = inactive; u = inconclusive; x = not tested or not shown; & = joins results of further samples; [ ] = remark or other dose. Unless noted, the call rests on the fitted dose curve; in most records, active means well fitted curve in the direction sought with a large enough effect; inconclusive means small, poorly fitted or top-dose-only effect, or another doubt; inactive means no such curve, though single readings can be large; an effect the other way counts as inactive or inconclusive. Unless noted, on the % scale 0 is the no-effect control and ±100 the full control effect; potency means the concentration at half of the fitted maximal effect.

SMILES | Tau FP inhib | Tau fibril ThT | RGS12 GoLoco inh | TRb-SRC2 inh | JMJD2E inh | L3MBTL1 block | TR SRC2 fluor cs | RECQ1 helicase
COC(=O)c1ccc(S(=O)(=O)N(Cc2ccccc2)Cc2ccccc2)n1C | -4% | 5% | -4% | 5% | 0% | 19% | 0% | -1%
COc1cccc(NC(=S)N(CCCN2CCC(C)CC2)Cc2cccs2)c1 | -4% | -3% | 6% | -5% | 0% | 14% | -1% | -2%
O=C(CSC1=NCCN1)NC12CC3CC(CC(C3)C1)C2 | 3% | -13% | 4% | 0% | -5% | 1% | -3% | -2%
Cn1ccnc1C1CCCCN1C(=O)c1cc(COc2ccc(F)cc2F)on1 (stereo not given) | 2% | -1% | 8% | -2% | 0% | -18% | -1% | -5%
COc1cc(NC(=O)C(Cc2ccccc2)NS(=O)(=O)c2cccs2)cc(OC)c1 (stereo not given) | u | -2% | x | -16% | x | x | u | x
C=CCNC(=S)NC1CC(C)(C)NC(C)(C)C1 | 5% | -4% | 12% | 7% | 8% | 7% | 0% | 4%
Cc1cccc(-n2c(O)c(C=Nc3ccccc3)c3ccccc3c2=O)n1 | -5% | -16% | 2% | -5% | u | -16% | -3% | -5%
Cc1ccc(CC2C(=O)N(c3cc(Cl)ccn3)C(=O)C2C)cc1 (stereo not given) | 1% | -1% | 2% | -6% | 1% | 13% | 0% | -11%
COc1ccc(NC(=O)CSc2nc(-c3ccccc3)nc3c2Cc2c(CO)cnc(C)c2O3)cc1Cl | -13% | -5% | x | 4% | x | x | -2% | x
COc1ccc(OCC(=O)Nc2ccc(-c3nc4cc(C)c(C)cc4o3)cc2)cc1 | -2% | u | x | -1% | x | x | -15% | x
O=C(NCC1CCCO1)c1nc2c(nnn2Cc2ccc(F)cc2)c(=O)[nH]1 (stereo not given) | 1% | 11% | -8% | 0% | 3% | 5% | -2% | -1%
COc1cccc(N2CCN(C(=O)CCn3nc(C)c(S(=O)(=O)N4CCCC4)c3C)CC2)c1 | 1% | 7% | x | 2% | x | x | 0% | x
O=c1cccc(-c2ccc(Br)cc2)o1 | -7% | -6% | 9% | 2% | 4% | x | -3% | 0%
CCc1ccc(-n2c(=O)c3c(C)c(C)sc3n(CC(=O)NCC3CCCO3)c2=O)cc1 (stereo not given) | -6% | -4% | 3% | -6% | 4% | x | -1% | 0%
COc1ccc(OCCCC(=O)Nc2cccnc2)cc1 | 4% | -16% | 8% | -13% | 5% | x | -3% | -7%
O=C(OC1CCCCC1=O)c1cc(Cl)ccc1[N+](=O)[O-] (stereo not given) | 8% | -10% | 4% | -1% | -3% | -2% | 1% | -6%
CC1(C)CC(=O)C(C=Nc2ccc3[nH]ncc3c2)=C(O)C1 | -7% | -14% | -11% | -1% | u | 4% | 3% | -9%
COc1cccc(Cn2c(CNC(=O)Cc3cccc(C)c3)nc3cccnc32)c1 | 9% | -9% | x | -5% | x | x | -4% | x
O=C(/C=C/c1ccco1)N(c1ccccn1)c1ccccn1 | -14% | u | 8% | -5% | u | 4µM* | -10% | u
COc1ccc(NC(=O)C(C(C)C)N2Cc3ccccc3C2=O)cc1 (stereo not given) | 6% | -9% | x | -2% | x | x | -3% | x
O=C(CSc1cn(CC(=O)N2CCCC2)c2ccccc12)Nc1ccccc1C(F)(F)F | -6% | -6% | x | -1% | x | x | -1% | x
CCN(CC)S(=O)(=O)c1cc(-c2ccc(=O)n(C(C)C(=O)Nc3cccc(C#N)c3)n2)ccc1C (stereo not given) | -11% | 1% | x | 5% | x | x | -1% | x
CC(=O)N1c2ccc3ccccc3c2C2C=CCC2C1c1ccc(Br)cc1 (stereo not given) | -12% | -11% | 2% | 6% | u | -9% | -1% | u
Cc1c(NC(=O)c2c(N)n(-c3ccccc3)c3nc4ccccc4nc23)c(=O)n(-c2ccccc2)n1C | 8% | 3% | -4% | -4% | u | 0% | 1% | -5%
COc1cccc(N2CCN(C(=O)C3CCN(S(=O)(=O)c4ccc5c(c4)oc(=O)n5C)CC3)CC2)c1 | 1% | -7% | x | -3% | x | x | 0% | x
CC(C)C[C@H](NC(=O)Nc1cccc(C(F)(F)F)c1)C(=O)O | 2% | 2% | 11% | -5% | 18% | 5% | -7% | 5%
O=C(Cc1ccccc1)N/N=C/c1ccccc1OCc1ccc(Cl)cc1 | 0% | -2% | 9% | -3% | 0% | 0% | -1% | 1%
COc1cc(C2c3c(oc4ccccc4c3=O)C(=O)N2Cc2ccccc2Cl)ccc1O (stereo not given) | -8% | 2% | x | 1% | x | x | 2% | x
CCCCN(CCCC)S(=O)(=O)c1ccc2oc(C(=O)NCc3ccccc3)c(C)c2c1 | 0% | -5% | x | -3% | x | x | -2% | x
O=C(O)c1cccc(NS(=O)(=O)c2ccc(NC(=O)c3ccco3)cc2)c1 | -1% | 11% | 10% | 0% | 7% | -18% | -1% | i
O=[N+]([O-])c1cc(C(F)(F)F)cc([N+](=O)[O-])c1NN=C1CCCCC1 | u | 13µM* | -12% | 0% | u | u | -11% | -2%
NCCCCCCNS(=O)(=O)c1cccc2ccccc12 | 1% | -9% | 2% | -6% | u | x | 1% | -3%
CN(C(=O)COc1ncnc2c1cnn2-c1ccccc1)C1CCCCC1 | 6% | -2% | 18% | 3% | -10% | 7% | -1% | -5%
O=C(CCCOc1ccc(Cl)cc1Cl)NNC(=O)c1ccc(NC(=O)c2ccccc2)cc1 | u | -5% | 14% | 1% | u | -10% | -6% | -4%
COc1ccc(OC)c(C(=O)CN2C(=O)NC(C)(c3ccccc3)C2=O)c1 (stereo not given) | 5% | -11% | -1% | 7% | -17% | 6% | -4% | -7%
COc1cccc(OC)c1OCCN(C)C | 5% | -1% | -61% | -8% | -3% | x | 1% | 0%
CC(=O)c1ccc(OC(=O)C(CCS(C)(=O)=O)N2C(=O)c3ccccc3C2=O)cc1 (stereo not given) | -10% | u | 18% | -5% | 6% | x | 1% | -9%
Cc1oc(-c2cccc(Cl)c2)nc1CSCC(=O)O | 0%&7% | -7%&-10% | 3% | -3%&0% | -4% | x | -3%&-1% | -2%
Cc1ccc2cc(CCNC(=O)c3ccc4c(c3)OCO4)c(=O)[nH]c2c1C | -5% | u | 14% | -8% | u | 0% | -2% | -2%
Cc1ccc(Cn2cc(C(=O)c3ccc(C)cc3)c(=O)c3ccc(C)nc32)cc1 | 3% | u | x | 2% | x | x | 2% | x
Cc1cccn2c(=O)c3cc(C(=O)N4CCN(C(=O)c5ccco5)CC4)n(C)c3nc12 | 1% | u | -2% | 1% | u | 2% | -3% | -6%
CCOC(=O)c1cnc(-n2nc(C)cc2C)nc1NCCc1ccccc1 | -3% | -15% | -3% | -2% | u | -4% | -1% | -6%
FC(F)(F)c1ccccc1-c1nc(Nc2ccncc2)c2ccccc2n1 | u | -11% | 3% | 3% | u | x | 3% | 3%
CCc1ccc(N2C(=O)CN(Cc3cccs3)C2=S)cc1 | 2% | 3% | 4% | 7% | -5% | x | -1% | i
Cc1ccsc1/C=N/NC(=O)CO | 0% | 7% | 6% | 3% | 3% | 10% | 1% | -14%
COc1cc(C)ccc1Oc1nc(-c2ccccc2O)nc2ccccc12 | -13% | -16% | 0% | -7% | 5% | -8% | -4% | -6%
O=C(Cc1cccs1)N/N=C/C(Cl)=C/c1ccccc1 | -2% | 2% | 2% | -4% | u | x | -3% | 4%
C/C=C/C(=O)OCC(=O)Nc1nc2ccc(C)cc2s1 | u | -13% | -1% | 5% | u | x | -5% | -2%
Cc1ccc(CNC(N)=S)cc1 | -2% | -5% | 0% | -7% | -4% | x | 1% | 4%
Cc1c(NC(=O)c2cc3c(s2)CCCC3)c(=O)n(-c2ccccc2)n1C | 6% | -10% | 6% | 7% | 1% | 0% | -1% | i
CN1C(=O)CC(C(=O)O)SC1=Nc1cc(Cl)cc(Cl)c1 (stereo not given) | 7% | 10% | -16% | -1% | -5% | 26% | -3% | -10%
CCOC(=O)c1c(C)c(C(=O)Nc2ccc(N(C)C)cc2)c(C)n1CC | 5% | u | -32% | 1% | -4% | -14% | -5% | -3%
COC(=O)c1ccc(C=O)cc1 | x | x | -3% | 1%[201 µM] | x | x | 0%[201 µM] | 7%
COc1ccc(/C=N/Nc2nc(N3CCCC3)nc(N3CCCC3)n2)c(OC)c1OC | 13% | -13% | 10% | -2% | -1% | -7% | 1% | i
O=S(=O)(c1ccc2nc(SCc3ccc(Cl)cc3)[nH]c2c1)N1CCOCC1 | u | 5% | -1% | 8% | 0% | 1% | 0% | -12%
O=c1c2[nH]c3ccccc3c2nc(SCc2cccc(F)c2)n1-c1ccccc1 | -13% | 0% | x | -2% | x | x | -2% | x

2 compounds picked at random from the list so far:
SMILES | Tau FP inhib | Tau fibril ThT | RGS12 GoLoco inh | TRb-SRC2 inh | JMJD2E inh | L3MBTL1 block | TR SRC2 fluor cs | RECQ1 helicase
NCCCCCCNS(=O)(=O)c1cccc2ccccc12 | 1% | -9% | 2% | -6% | u | x | 1% | -3%
O=C(Cc1ccccc1)N/N=C/c1ccccc1OCc1ccc(Cl)cc1 | 0% | -2% | 9% | -3% | 0% | 0% | -1% | 1%

Source: PubChem BioAssay (National Center for Advancing Translational Sciences (NCATS))

This is a subset. The share of hits here may be higher or lower than overall.
